Source: PubChem (several laboratories)
CDK5 inh = blocks human CDK5/p35 kinase activity. Recombinant CDK5/p35, ADP-Glo luminescence, 60 min. AID 488839. inhibition, % at 10 µM. Q00535+Q15078. 330,000 tested, 0.01% active;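 active means highest replicate inhibition of at least 50% and at least 75% of replicates reaching 50%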;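 further: plate controls were DMSO neutral control for no effect and GW8510 at 10 µM for full effect; many of its hits are not listed in these tables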
MITF TRPM1 HTS = MITF TRPM1 promoter activation in melanoma cells. SK-MEL-5 TRPM1-promoter luciferase, 24 h; % of positive control, neutral wells = 0. AID 588334. activation, % at 12.5 µM. 300,000 tested, 0.75% active;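 active means mean activation of at least 80% with every replicate also reaching 80%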;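 further: 0% = neutral control wells and 100% = parthenolide positive control wells; values of inactives mirror those of a sister screen read the other way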
RTF Ca sens act = increases calcium sensitivity of human cardiac regulated thin filaments; P19429+P45379; IANBD-labeled TnC RTF fluorescence at EC20 calcium; 0% EC20 calcium, 100% full calcium; activation, % at 7.2 µM; 340,000 tested, 0.24% active; AID 493008;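 active means activation above the mean over all tested compounds plus 3 SD, cut at about 30% in these data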;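 further: rise in fluorescence read as greater calcium sensitivity of cardiac thin filaments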
Wnt act = activates Wnt/beta-catenin signaling in a reporter cell assay; activator, plate reader; 300,000 tested, 1.2% active; activation, % at 9.35 µM; AID 743398; in the data active means activation above about 30%, passing the limit was not always enough;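 further: 0% = neutral control wells and 100% = positive control wells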
HTR5A ag ctr = counter-screen for OPRM1-OPRD1 agonists: human HTR5A agonism; P47898; HTR5A agonist assay, luminescence, cell-based; 340,000 tested, 0.61% active; AID 504692; activation, % at 9.3 µM; in the data active means activation mostly above about 9.5%, no sharp cut-off; inactive means mostly below about 7.6%;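 further: 0% = cells with vehicle only and 100% = reference agonist; strong numbers were not always called active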
dFosB activator = mouse delta FosB homodimer activation; AID 493131; purified delta FosB, TAMRA-CDK5 oligo fluorescence polarization; percent of positive-control signal above neutral wells; activation, % at 25 µM; 340,000 tested, 0.99% active;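 active means mean activation above about 17%, with every replicate also reaching it, limit read from the data, passing the limit was not always enough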;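 further: fluorescence polarization rise as delta FosB binds a TAMRA Cdk5 AP-1 oligo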
SR-BI DiI inh = inhibitors of mouse SR-BI mediated HDL lipid uptake. ldlA[mSR-BI] CHO cells, DiI-HDL uptake fluorescence, 3 h. 320,000 tested, 0.96% active. inhibition, % at 12.5 µM;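 active means mean replicate inhibition of at least 70% and a set share of replicates each scoring 70 or more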;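 further: 0% = median of neutral control wells and 100% = median of positive control wells; values of inactives mirror those of a sister screen read the other way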
Target sequence (Q61009 whole entry, looked up): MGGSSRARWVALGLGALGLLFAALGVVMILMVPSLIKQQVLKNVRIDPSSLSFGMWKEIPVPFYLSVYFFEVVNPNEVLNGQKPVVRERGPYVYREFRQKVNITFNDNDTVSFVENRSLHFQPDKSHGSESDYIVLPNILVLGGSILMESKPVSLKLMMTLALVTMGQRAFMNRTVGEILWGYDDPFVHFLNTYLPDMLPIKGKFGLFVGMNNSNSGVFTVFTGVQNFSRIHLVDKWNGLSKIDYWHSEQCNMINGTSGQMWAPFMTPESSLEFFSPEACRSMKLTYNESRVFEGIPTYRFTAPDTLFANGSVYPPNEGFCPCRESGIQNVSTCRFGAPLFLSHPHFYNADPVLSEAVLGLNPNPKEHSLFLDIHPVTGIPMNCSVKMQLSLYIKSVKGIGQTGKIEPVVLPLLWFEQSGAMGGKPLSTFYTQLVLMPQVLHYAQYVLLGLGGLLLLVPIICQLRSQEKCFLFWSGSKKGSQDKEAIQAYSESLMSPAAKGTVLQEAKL
Rtt109 Vps75 = blocks Candida albicans Rtt109/Vps75 acetyltransferase activity; Q5AAJ8; purified Rtt109/Vps75, ThioGlo CoA-SH fluorescence, 4 h; inhibition, % at 34.9 µM; 330,000 tested, 0.16% active; AID 540336;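 active means inhibition of at least 50% in every replicate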
Target sequence (Q5AAJ8 whole entry, looked up): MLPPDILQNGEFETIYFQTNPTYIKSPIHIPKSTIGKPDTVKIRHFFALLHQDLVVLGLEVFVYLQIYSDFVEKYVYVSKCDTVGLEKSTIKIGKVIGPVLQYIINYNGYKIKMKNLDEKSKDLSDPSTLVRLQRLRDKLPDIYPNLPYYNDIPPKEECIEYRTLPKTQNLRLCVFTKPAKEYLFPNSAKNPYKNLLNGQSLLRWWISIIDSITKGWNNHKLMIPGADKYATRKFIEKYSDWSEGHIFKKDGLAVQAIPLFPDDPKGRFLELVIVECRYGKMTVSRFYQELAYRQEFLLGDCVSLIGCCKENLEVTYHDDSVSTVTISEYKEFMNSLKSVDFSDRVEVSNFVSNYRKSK
SR-BI DiI-HDL act = activators of SR-BI mediated HDL lipid uptake; CHO ldlA[mSR-BI] cells, DiI-HDL uptake fluorescence, 3 h; 100 = double the neutral-control signal; activation, % at 12.5 µM; 320,000 tested, 0.096% active;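 active means mean replicate activation of at least 60% and every replicate at or above 60%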;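 further: 0% = median plate neutral-control signal and 100% = twice that signal; values of inactives mirror those of a sister screen read the other way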
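system = CHO ldlA[mSR-BI] cells, LDL receptor-null, SR-BI overexpressing | medium = Ham's F12 with 0.5% BSA, HEPES 25 mM, pH 7.4 | probe or stimulus = DiI-HDL 10 µg/mL | compound dosing = single-point compound dose | incubation = compound exposure 3 h, 37 °C | technique = DiI fluorescence, bottom read | read-out = cell-associated DiI fluorescence as measure of HDL uptake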
PvdQ acylase = P. aeruginosa PvdQ acylase inhibition | purified PvdQ acylase, fluorescence plate reader | inhibition, % at 10 µM | 340,000 tested, 0.063% active; in the data active means inhibition above about 30%, passing the limit was not always enough;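 further: 0% = vehicle neutral wells and 100% = reference inhibitor wells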
An asterisk follows results filed as active; . = no result given. An excerpt; rates above refer to the full screens.

SMILES	CDK5 inh	MITF TRPM1 HTS	RTF Ca sens act	Wnt act	HTR5A ag ctr	dFosB activator	SR-BI DiI inh	Rtt109 Vps75	SR-BI DiI-HDL act	PvdQ acylase
CNCCCc1ccccc1	-0.6	.	-5	-3	8	-1	-28	16	28	18
COc1cc([C@@H]2c3cc4c(cc3[C@@H](OC)[C@H]3COC(=O)[C@H]23)OCO4)cc(OC)c1O	-0.2	-14	-4	-11	5	1	5	-5	-5	1
Cc1nn(CC(C)C)c(Cl)c1C(=O)NC1CCCCC1	0.2	10	0	.	-2	0	20	1	-20	-10
COc1ccc2c(c1OC)C(=O)O[C@H]2[C@@H]1c2cc3c(cc2CCN1C)OCO3	0.5	-6	4	-2	1	1	-5	7	5	8
NCCNc1ccc([N+](=O)[O-])c2cccnc12	0.0	19	2	-1	1	16*	-8	9	8	-12
CC1C(=O)OC2CCN3CC4OC4(COC(=O)C(C)(O)C1(C)O)C23 (stereo not drawn)	-0.4	-10	-3	1	1	-3	7	2	-7	-15
COc1ccccc1NC1=NCCS1	0.0	.	-3	3	1	-1	-7	3	7	8
Cc1ccccc1NS(=O)(=O)c1ccc(OCC(=O)N2CCN(C)CC2)cc1	0.1	9	4	-1	-3	-4	-3	7	3	-12
CO[C@H]1C=C2CCN(C)[C@H]2C2c3cc4c(cc3C(=O)O[C@@H]21)OCO4 (stereo partly drawn)	0.2	-12	-3	-1	-1	-3	-3	3	3	0
Cc1ccc(-c2cc(-c3ccccc3)cc(-c3ccccc3)[n+]2-c2ccc(C(=O)O)cc2)cc1	-0.4	-1	5	1	1	1	-12	-7	12	10
CSc1ncc(CN2CCCC(C(=O)c3ccccc3SC)C2)cn1 (stereo not drawn)	-0.3	-6	1	1	5	-13	22	-5	-22	3
O=C(COC(=O)Cc1ccccc1)Nc1ncc(Cl)cc1Cl	-1.3	2	3	0	7	2	.	25	.	2
Cc1cccc(N2C(=O)CC(=O)NC2=O)c1	-4.0	-6	9	0	-3	-3	-12	-1	12	-11
Cc1cccc(NC(=O)N2CC3CC(C2)c2cccc(=O)n2C3)c1 (stereo not drawn)	-2.2	9	-5	0	2	3	-21	-6	.	-5
C=CCn1c(O)c(C(CC)=NCCC2=CCCCC2)c(=O)[nH]c1=O	3.1	.	1	-5	4	-7	-10	3	10	-9
O=c1c2ccccc2nc(Cc2cccc([N+](=O)[O-])c2)n1-c1ccc(O)cc1	1.1	-17	0	-2	-4	-5	14	1	-14	-9
CCCN(CCC)C1CCc2ccc(O)cc2C1 (stereo not drawn)	-0.7	-1	1	-4	35*	-1	2	2	-2	-9
Cn1c(N)c(C(=O)COC(=O)Cc2ccccc2)c(=O)n(C)c1=O	0.7	-3	-3	0	-4	-5	-17	0	17	-11
CCn1cc(C=C2C(=O)N(C)C(=O)N(C)C2=O)c2ccccc21	2.0	-26	1	1	-4	0	-25	-2	25	-9
COc1cc2c(c(OC)c1OC)-c1ccc(O)c(=O)cc1[C@@H](NC(C)=O)CC2	-0.4	-6	5	-4	3	-3	-19	16	19	-4

Some of the entries above, reformatted.
Below each SMILES – CDK5 inh | MITF TRPM1 HTS | RTF Ca sens act | Wnt act | HTR5A ag ctr | dFosB activator | SR-BI DiI inh | Rtt109 Vps75 | SR-BI DiI-HDL act | PvdQ acylase
CNCCCc1ccccc1
  -0.6 | . | -5 | -3 | 8 | -1 | -28 | 16 | 28 | 18
COc1cc([C@@H]2c3cc4c(cc3[C@@H](OC)[C@H]3COC(=O)[C@H]23)OCO4)cc(OC)c1O
  -0.2 | -14 | -4 | -11 | 5 | 1 | 5 | -5 | -5 | 1

Further compounds:
SMILES	CDK5 inh	MITF TRPM1 HTS	RTF Ca sens act	Wnt act	HTR5A ag ctr	dFosB activator	SR-BI DiI inh	Rtt109 Vps75	SR-BI DiI-HDL act	PvdQ acylase
Cn1cc(C(=O)OCC(=O)Nc2ccccc2)c2ccccc21	0.9	7	-2	2	5	-17	2	9	-2	-5
CNCC(O)c1cc(F)c(OCc2ccccc2)c(OCc2ccccc2)c1F (stereo not drawn)	0.9	-26	10	-14	-3	-7	24	-9	-24	-15
CN1CCN(c2nc3ccccc3o2)CC1	-1.6	10	-2	23	2	6	.	-6	.	-15
NP(=O)(Nc1ccccc1)Nc1ccccc1	-1.7	2	0	0	-3	-7	-12	-3	12	-1
O=c1[nH]c(=O)n(Cc2ccc(F)cc2)c(O)c1C=NCCN1CCCCC1	0.4	.	-1	.	0	-9	-8	-4	8	-17
Nc1ncnc2c1ccn2[C@@H]1O[C@H](CO)[C@@H](O)[C@H]1O	2.0	.	2	-2	-2	1	2	12	-2	0
Cc1cc(O)c2c(c1)C(=O)C13C(=C2O)C(=O)[C@H]2[C@@H](O)[C@@H]1[C@H]1[C@H](O)[C@@H]3C(=O)C3=C(O)c4c(O)cc(C)cc4C(=O)C312 (stereo partly drawn)	0.4	-35	-4	.	11	-4	-47	4	47	-6
Cc1ccccc1-n1c(O)c(/C=N/NC(=O)c2ccncc2)c(=O)[nH]c1=O	0.0	.	5	-2	2	-1	-16	7	16	-22
CC(C)(C)[C@]1(O)C[C@@H]2OC(=O)C[C@@]23C(=O)O[C@@H]2OC(=O)[C@H](O)[C@]213	-0.7	-9	13	-3	-3	-7	-14	1	14	-24
O=C1NC(=O)C2(CCN(c3ccccc3)CC2)C(=O)N1	0.9	14	0	-8	1	-5	5	4	-5	-19
CN1OC[C@@H]2CN[C@H](c3ccccc3Br)C[C@@H]21	-0.8	5	-2	1	0	2	14	1	-14	5
Cc1cc(/C=C2/C(=O)NC(=O)N(Cc3ccco3)C2=O)c(C)n1-c1ccccc1	-0.9	-8	2	.	3	1	-24	0	24	-3
COC(=O)C1=C(c2ccccc2OCc2ccccc2)C[C@@H]2CC[C@H]1N2C(=O)NCCN1CCOCC1	-0.5	0	14	1	12	-17	-28	3	28	-8
O=C(COc1ccc(Cl)cc1)N1CCN(Cc2ccccc2)CC1	1.0	11	2	-1	7	-6	-28	.	28	-11
O=C(O)C(O)(c1ccccc1)C1CCCCC1 (stereo not drawn)	1.0	-3	-1	2	10	2	-24	2	24	-6
COc1ccc(/C=C2/C(=O)NC(=O)N(c3ccc(C)c(C)c3)C2=O)cc1CN1C(=O)c2ccccc2C1=O	-5.5	-9	0	-1	-6	-5	-26	10	26	-6
Cn1cc(Br)c(C(=O)Nc2ccc3c(C(F)(F)F)cc(=O)oc3c2)n1	-2.5	-2	1	1	0	1	45	-15	.	-7
COC(=O)C(C)Oc1cc(C)cc2oc(=O)c3c(c12)CCC3 (stereo not drawn)	-0.8	-8	6	.	3	-22	42	-2	-42	-2
N#CC1(c2ccccc2)CCN(C2CC(=O)N(c3ccc(F)cc3)C2=O)CC1 (stereo not drawn)	-0.1	1	-8	-7	0	-5	-24	13	24	1
Cc1ccc(-c2nn(Cc3ccccc3)cc2C(=O)O)cc1	-0.8	-1	-2	0	0	-7	.	13	.	0
CN1C(=O)N(C)C(=O)C2(Cc3ccccc3N3CCOCC32)C1=O (stereo not drawn)	0.0	-11	1	-1	1	0	-6	1	18	-3
CCCCOC(=O)c1ccccc1C(=O)OCc1ccccc1	-2.5	3	0	-1	2	-5	14	-1	-14	17
OC(c1ccccc1)(c1ccccc1)C1CCCN1 (stereo not drawn)	0.6	1	-2	-2	3	5	-17	-5	17	-8
COC(=O)C1=C(c2cccc(C#N)c2)C[C@@H]2CC[C@H]1N2C(=O)NCc1ccco1	-1.0	-6	-3	3	5	-1	21	2	-21	-12
CCOC(=O)c1c(C)n(Cc2ccco2)c2c1cc(O)c1ccccc12	0.0	.	-1	.	1	1	31	-9	-31	-12
CCCCOc1ccc(C(C)=O)cc1Cc1c(O)[nH]c(=S)[nH]c1=O	-1.1	.	3	-1	-3	1	1	5	-1	-5
CCOC(=O)C1=C(NC(=S)NC(=O)c2ccccc2)c2ccccc2CC12CCCC2	-0.4	-3	-1	-24	1	-3	23	5	-23	3
Cc1ccc(OCC(=O)N2CCCC(N3CCN(c4ccc(F)cc4)CC3)C2)cc1 (stereo not drawn)	-0.3	-5	0	0	3	1	20	-12	-20	-1
CCc1ccc(N2C(=O)NC(=O)/C(=C\c3cccn3CCOc3ccc(C(C)C)cc3)C2=O)cc1	0.0	13	-4	34*	8	-4	-6	5	6	-16
CCCNC(=O)N1[C@H]2CC[C@@H]1C(C(=O)OC)=C(c1cc3ccccc3s1)C2	1.6	-9	-1	-2	2	-2	-6	4	6	-9
N#CC(C#N)=Cc1cccnc1	-1.7	4	5	1	-2	-1	-29	9	29	-9
Cc1cc(=O)oc2cc(OCC(=O)N3CCC(C(=O)O)(c4ccccc4)CC3)ccc12	-0.7	-3	0	-4	0	-9	-2	6	2	-9
O=c1[nH]c(=S)[nH]c(O)c1N=Nc1ccc2c(c1)OCCO2	0.6	4	2	-6	0	-7	-14	-4	14	-7
Cc1ccc2nc(N3CCN(C)CC3)[nH]c2c1	0.9	39	-12	.	-1	3	5	7	-5	7
Cc1cccn2c(NCC3CCCO3)c(C(C)C)nc12 (stereo not drawn)	0.4	.	-2	.	6	0	-20	-6	20	-6
O=c1[nH]c(=O)n(Cc2ccccc2)c(O)c1C=NCCN1CCOCC1	0.2	-1	-3	-3	-3	3	-19	3	19	-1
CCN1CCN(Cc2cc(Br)cc(Br)c2O)CC1	0.1	2	-6	-6	2	-7	-12	8	12	-15
Cc1cc(C)c(C(=O)CN2CCOCC2)c(C)c1	-2.8	2	3	.	-2	-6	-13	3	13	-6
O=P(Nc1ccccc1)(Nc1ccccc1)Oc1ccccc1	-0.5	6	2	-5	-2	-6	-11	0	11	-13
CC1CCC[C@H](O)CCCCCc2cc(O)cc(O)c2C(=O)O1 (stereo partly drawn)	0.5	1	5	0	1	-10	45	4	-30	-7
CC(C)CCP(=O)(O)c1ccccc1	-4.2	0	5	-4	2	4	-14	6	14	-11
COc1cc(C=C2C(=O)NC(=O)NC2=O)ccc1OCc1ccc([N+](=O)[O-])cc1	-0.8	66	1	15	3	-3	-4	-7	4	-12
O=C1/C(=C\c2ccc([N+](=O)[O-])cc2)N2CCC1CC2	-0.9	4	-7	1	0	0	-16	-6	16	-8
O=C(CCC(=O)N1CCOc2ccc(Cl)cc21)N1CCC2(CC1)OCCO2	-0.1	8	0	-1	5	1	-3	-12	3	-15
O=P(Oc1ccccc1)(Oc1ccccc1)c1ccccc1	-3.3	3	7	-2	1	-1	12	3	-12	-13
CCOc1cc(C=C2C(=O)NC(=O)NC2=O)ccc1OS(=O)(=O)c1ccccc1	17	.	-9	-1	1	2	-7	2	7	7
O=C(C[N+]12CCN(CC1)CC2)NCCc1ccc(Cl)cc1Cl	-0.5	-6	2	-1	-1	0	-4	5	4	0
CCOC(=O)c1ccc(NC(=O)N2CC3CC(C2)c2cccc(=O)n2C3)cc1 (stereo not drawn)	0.8	9	-3	2	0	0	-3	-3	3	-7
O=C1CN=C(c2ccccc2)c2cc(Br)ccc2N1	-0.8	10	-1	0	2	-13	12	-7	-12	-8
Cn1cc(C(=O)NCc2ccccc2)c2ccccc21	0.3	11	-1	2	0	-4	-2	-9	2	5
Brc1ccc(-[n+]2c(-c3ccccc3)cc(-c3ccccc3)cc2-c2ccccc2)cc1	0.0	-69	6	-18	6	-9	4	10	-4	-4
